High-throughput results (PubChem)
HepG2 tox: qHTS for Inhibitors of TGF-b: Cytotox Counterscreen; HepG2 CAGA-GFP viability, ATP luminescence, 18 h; actives 0.76% (n = 410,000); Potency, µM (top dose mostly 46.1 µM), inactives show at the top dose activity change, negative = cytotoxicity, hits mostly cytotoxic; further: potency means the concentration at half of the fitted maximal effect; some results filed as inactive show a strong effect at the top dose
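CellTiter-Glo luminescence gave cytotoxicity after 18 hours at 37 degrees C. The cells were HepG2 CAGA-GFP in 1% FBS DMEM, stimulated with 500 pg/mL TGF-beta after compound addition. %Activity was normalised to no-cell wells (complete cell-killing) and DMSO (no toxicity), and curves were fitted and classified.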
ATXN2 expr inh: Primary qHTS for Inhibitors of ATXN expression; HEK-293 ATXN2-luciferase reporter, luminescence, 24 h; Potency, µM (series often up to 57 µM), for inactives: at the highest dose activity change, negative = inhibition, usual class: inhibitors; actives 0.72% (n = 360,000); AID 1745845, 2022; further: potency means the concentration at half of the fitted maximal effect; on the % scale 0 is the no-effect control and ±100 the full control effect; nearly all actives have a fitted effect of over 55% in size
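ATXN2-luciferase reporter cells (luciferase flanked by upstream and downstream ATXN2 gene portions) were treated 24 h at 37 °C with compounds at up to 57 uM. SteadyGlo luminescence gave expression; GF-AFC fluorescence gave viability.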
Nrf2 activator: qHTS of Nrf2 Activators; Potency, µM (titrated, usually from 46.1 µM), inactives show top-dose activation, most hits filed as activators; AREc32 ARE-luciferase reporter (MCF7-derived line), luminescence, 24 h; AID 624171, 2012; actives 0.31% (n = 410,000); further: potency means the concentration at half of the fitted maximal effect; % of control where 0% means no effect; nearly all actives have a fitted effect of over 65% in size
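Luminescent ARE reporter assay in AREc32_Fluc cells: overnight plating at 37 deg C, 24 hr compound incubation, Steady-Glo added, 30 min RT before reading.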
IL-1B inflam inh: qHTS for Inhibitors of Inflammasome Signaling: IL-1-beta AlphaLISA Primary Screen; THP-1 LPS/ATP IL-1B secretion, AlphaLISA, 16 h; hits give low values; activity change, % at 57.5 µM; actives 4.7% (n = 360,000); AID 743279, 2014; in the data active means activity change below about -50%; inconclusive means mostly about -30% to -49%; further: on the % scale 0 is the no-effect control and ±100 the full control effect
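THP-1 cells pretreated 1 hr with compounds (up to 57.5 uM final), then stimulated with LPS (250 ng/mL final) plus ATP (1.25 mM final); secreted IL-1B measured by AlphaLISA after 16 hr, decreased signal indicating inhibition.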
TGFb SMAD3 inh: qHTS for Inhibitors of TGF-b; HepG2 CAGA-GFP TGF-b/SMAD3 reporter, GFP fluorescence, 18 h; TGF-beta stimulated, 500 pg/mL final; Potency, µM (highest dose often 46.1 µM), inactives show top-dose activity, negative = inhibition, actives largely listed as inhibitors; actives 1.2% (n = 410,000); further: potency means the concentration at half of the fitted maximal effect; on the % scale 0 is the no-effect control and ±100 the full control effect; nearly all actives have a fitted effect of over 65% in size
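HEPG2 CAGA-GFP cells (1000/well, DMEM with 1% FBS) were pre-incubated 2 h at 37 degrees C, given compound by pin tool, then stimulated with TGF-beta at 500 pg/mL final for 18 h before per-cell GFP fluorescence imaging.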
Nrf2 block: Nrf2 qHTS screen for inhibitors | A549 ARE-Fluc reporter, luciferase luminescence, 18-24 h | Potency, µM (series often up to 46 µM), without a hit: at the highest dose activity change, negative = inhibition, most hits filed as inhibitors | actives 2.1% (n = 360,000); further: potency means the concentration at half of the fitted maximal effect; on the % scale 0 is the no-effect control and ±100 the full control effect; nearly all actives have a fitted effect of over 60% in size
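Concentration-response testing used A549 ARE_Fluc cells at 5000 cells/well. Following an 18-24 h compound incubation, viability was read by fluorescence (Ex 405/Em 525) and luciferase output by luminescence.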
A549 tox: Nrf2 qHTS screen for inhibitors: counterscreen for cytotoxicity; A549 ARE-Fluc cells, CellTiter-Fluor viability, 18-24 h; Potency, µM (series often up to 46 µM), for the others: at the top dose activity change, negative = cytotoxicity, usual class: inhibitors; actives 0.16% (n = 390,000); AID 504648, 2011; further: potency means the concentration at half of the fitted maximal effect; on the % scale 0 is the no-effect control and ±100 the full control effect
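A549 ARE-Fluc cells in 5% FBS OPTI-MEM, 5000 cells/well, rested 2 h then exposed to compounds in concentration-response for 18-24 h at 37 °C. Viability by CellTiter-Fluor fluorescence (Ex 405/Em 525) after 30 min; luciferase luminescence (BugLite, 15 min, RT) read afterwards.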
S2 tox: Viability Counterscreen for Primary qHTS for Inhibitors of ATXN expression; S2 cells (HEK-293 line with an ATXN2-luciferase reporter) viability, CellTiter-Fluor protease fluorescence, 24 h; Potency, µM (series often up to 56.7 µM), most hits filed as cytotoxic; actives 0.49% (n = 400,000); further: potency means the concentration at half of the fitted maximal effect; nearly all actives have a fitted effect of over 40% in size
MCF10A rereplic: A quantitative high throughput screen for small molecules that induce DNA re-replication in MCF 10a normal breast cells; MCF 10A DNA re-replication, Hoechst nuclear intensity, 48 h; Potency, µM (series often up to 46.1 µM), for the others: top-dose activity, positive = re-replication, usual class: activators; actives 2.9% (n = 350,000); AID 624296, 2012; further: potency means the concentration at half of the fitted maximal effect; % of control where 0% means no effect; nearly all actives have a fitted effect of over 50% in size
Numbers without * were called inactive; i = inactive; ? = inconclusive; . = not tested or not shown; & = joins results of further samples; [ ] = another dose, or the depositor's remark. Unless noted, the call rests on the fitted dose curve; in most records, active means well fitted curve in the direction sought with a large enough effect; inconclusive means small, poorly fitted or top-dose-only effect, or another doubt; inactive means no such curve, though single readings can be large; an effect the other way counts as inactive or inconclusive.

SMILES	HepG2 tox	ATXN2 expr inh	Nrf2 activator	IL-1B inflam inh	TGFb SMAD3 inh	Nrf2 block	A549 tox	S2 tox	MCF10A rereplic
Cc1cc(C)c2nc(C)cc(Nc3ccc(C(=O)N4CCOCC4)cc3)c2c1	0%	-5%	4.0%	-65*	-1%	2%	-1%	i	2%
CC1CN(C(=S)Nc2cccc([N+](=O)[O-])c2)CC(C)O1 (stereo not given)	3%	-10%	1.7%	0	-18%	-2%	0%	i	?
CCC(C)NC(=O)c1cnn2c(C)c3c(nc12)CCCC3 (stereo not given)	-4%	3%	2.7%	-14	-2%	.	12%	i	-9%
CC1(c2ccccc2)NC(=O)N(CC(=O)Nc2nnc(C3CC3)s2)C1=O (stereo not given)	-17%	4%	-0.1%	7	0%	19%	-2%	i	-2%
CCOC(=O)c1cc(-c2cc3ccccc3o2)n[nH]1	-29%	5%	5.4%	3	18%	-11%	-1%	i	3%
O=C(Nc1cccc2cccnc12)C(F)(F)F	-32%	.	.	.	0%	?	3%	.	.
CCCNC(=O)C1(C)CCCN(C(=O)c2ccc(F)c(Cl)c2)C1 (stereo not given)	8%	6%	-1.5%	-13	-7%	.	.	i	.
O=C(/C=C/c1ccccc1)NCc1cccnc1	-3%	31%	-0.1%	13	8%	-5%	-11%	i	-6%
N#C/C(=C/c1ccc(N2CCOCC2)o1)c1nc2ccccc2[nH]1	-25%	-3%	0.0%	-22	248%[activator]	.	?	?	18%
CCCc1cc(C(=O)NCc2cccnc2)no1	0%	31%	0.1%	13	-1%	18%	0%	i	1%
CCCCNC(=O)c1onc(CSc2ccc(F)c(F)c2)c1C(=O)O	0%	88%[activator]	0.5%	3	-8%	7%	-1%	i	1%
Cc1cccc(CN2CCC(n3nccc3NC(=O)CCCc3ccccc3)CC2)n1	13%	-1%	0.7%	0	13%	4%	-3%	i	0%
CCN(c1ccccc1)S(=O)(=O)c1ccc(C(=O)N2CC(C)CC(C)C2)cc1 (stereo not given)	-24%	-8%	-0.6%	8	?	-16%	-1%	i	15%
O=C(O)c1cccc(N2C(=O)c3cccc(Oc4ccc(Cl)cc4)c3C2=O)c1	0%	.	0.1%	26	-18%	-3%	-14%	i	3%
O=C(OCCN1CCOCC1)c1cccnc1	-1%&8%	-1%&0%	-0.6%&-0.9%	1&-7	-10%&-17%	-3%	1%&-5%	i	2%&3%
CN(C)S(=O)(=O)c1ccc(-c2csnn2)s1	4%	2%	0.1%	4	-8%	11%	-4%	i	6%
COc1ccc(C(=O)Oc2ccc3ccc(=O)oc3c2)cc1	5%	9%	0.1%	-3	-2%	10%	3%	i	-32%[inhibitor]
Cc1ccc(N(CC(O)Cn2c3ccccc3c3ccccc32)S(C)(=O)=O)cc1 (stereo not given)	-52%	-6%	4.0%	-66*	?	-30%	-11%	i	16%
Cc1ccccc1S(=O)(=O)NC(=O)C1(C)CCN1C(=O)c1cccc2ccccc12 (stereo not given)	17%	18%	-0.5%	15	23%	.	.	i	.
CN(C(=O)c1ccncc1)C1CCS(=O)(=O)C1 (stereo not given)	11%	4%	-0.9%	16	-4%	1%	-7%	i	0%

Next part, starting with the last three of the part before.
SMILES	HepG2 tox	ATXN2 expr inh	Nrf2 activator	IL-1B inflam inh	TGFb SMAD3 inh	Nrf2 block	A549 tox	S2 tox	MCF10A rereplic
Cc1ccc(N(CC(O)Cn2c3ccccc3c3ccccc32)S(C)(=O)=O)cc1 (stereo not given)	-52%	-6%	4.0%	-66*	?	-30%	-11%	i	16%
Cc1ccccc1S(=O)(=O)NC(=O)C1(C)CCN1C(=O)c1cccc2ccccc12 (stereo not given)	17%	18%	-0.5%	15	23%	.	.	i	.
CN(C(=O)c1ccncc1)C1CCS(=O)(=O)C1 (stereo not given)	11%	4%	-0.9%	16	-4%	1%	-7%	i	0%
Nc1cc(N)nc(SCC(=O)Nc2ccc3c(c2)OCCCO3)n1	9%	15%	2.8%	-6	2%	-29%	-4%	i	15%
COc1ccc(NC2CCCN(C(=O)CCOc3ccccc3)C2)cc1 (stereo not given)	-73%	1%	-0.2%	-13	-6%	1%	0%	i	1%
CCOCCc1nn2c(=O)cc(COC(=O)C(CC)c3ccccc3)nc2s1 (stereo not given)	-19%	1%	4.6%	.	-10%	-2%	12%	i	.
CN(C(=O)c1ccc(NC(=O)Cc2cccc(NC(=O)C3CCN(C(=O)C4CCC4)CC3)c2)cc1)C1CC1	-24%	13%	0.3%	18	12%	-4%	0%	i	0%
Cc1ccccc1NC(=O)Cc1nnc(SCC(=O)NC2CCCC2)n1C	-14%	-1%	0.1%	-16	0%	-3%	2%	i	1%
O=C(Nc1ccccc1)OCCCCCOC(=O)Nc1ccccc1	-20%	13%	0.2%	6	20%	1%	11%	?	2%
O=c1oc(-c2ccccc2)nc2ccsc12	1%	6%	0.4%	60	-2%	8%	4%	i	5%
Cc1cn(C2CC(O)C(CO)O2)c(=O)n(Cc2ccccc2)c1=O (stereo not given)	-5%	3%	-0.5%	47	?	-5%	-1%	?	-5%
CCSc1nnc(Cc2cc(=O)[nH]c(=O)[nH]2)n1-c1ccc(F)cc1	-4%	1%	0.0%	41	-4%	9%	0%	i	-8%
CCN1CCCC1CN(Cc1cc2ccc(C)c(C)c2[nH]c1=O)C(=O)Nc1ccccc1OC (stereo not given)	-30%	9%	14%	?	?	?	?	i	-1%
CCOc1ccc(N2C(=O)C3C4C=CC(CC4)C3C2=O)c([N+](=O)[O-])c1 (stereo not given)	-3%	1%	-0.8%	-7	-17%	-10%	9%	i	-13%
Cc1nc2ccn(Cc3ccccc3)c(=O)c2cc1C(=O)NCc1ccccc1F	-22%	?	4.7%	.	?	5%	-2%	i	.
O=C(O)C1CC(=O)N(Cc2ccccc2)C1 (stereo not given)	2%	0%	0.2%	-3	0%	9%	1%	?	-2%
O=C(CS(=O)(=O)Cc1ccccc1)Nc1nnc(C(F)(F)F)s1	1%	12%	-0.3%	-5	2%	?	0%	i	9%
COc1cc2ccccc2cc1C(=O)N1CCCC1	1%	1%	-0.4%	-10	-8%	?	1%	i	13%
COc1ccccc1CNC(=O)CCC(=O)N1CC(C)Sc2ccccc21 (stereo not given)	-39%&-7%	-3%	-0.4%&0.8%	-28	-13%&3%	-4%&-1%	11%&2%	i	1%
Cc1c(C(=O)NC2CCCCC2)oc2ccccc12	-9%	18%	3.7%	-15	-16%	?	0%	i	?
CCN(CC)CCN(C(=O)c1ccc(S(=O)(=O)N2CCCCC2)cc1)c1nc2cc3c(cc2s1)OCO3	-32%	-13%	2.6%	-10	2%	10%	13%	i	13%
CCN(CC(=O)Nc1ccc(NC(C)=O)cc1)C(=O)c1ccc(Sc2nncn2C)c([N+](=O)[O-])c1	5%	.	-0.8%	12	-2%	.	.	i	.
CCC(Cn1nnc2ccccc2c1=O)NC(=O)Nc1cc(OC)cc(OC)c1 (stereo not given)	-16%	-5%	0.3%	.	-22%	7%	3%	i	.

Reformatted in markdown: 4 of the compounds above.
| canonical_smiles | HepG2 tox | ATXN2 expr inh | Nrf2 activator | IL-1B inflam inh | TGFb SMAD3 inh | Nrf2 block | A549 tox | S2 tox | MCF10A rereplic |
| --- | --- | --- | --- | --- | --- | --- | --- | --- | --- |
| CCCc1cc(C(=O)NCc2cccnc2)no1 | 0% | 31% | 0.1% | 13 | -1% | 18% | 0% | i | 1% |
| CCCCNC(=O)c1onc(CSc2ccc(F)c(F)c2)c1C(=O)O | 0% | 88%[activator] | 0.5% | 3 | -8% | 7% | -1% | i | 1% |
| Cc1cccc(CN2CCC(n3nccc3NC(=O)CCCc3ccccc3)CC2)n1 | 13% | -1% | 0.7% | 0 | 13% | 4% | -3% | i | 0% |
| CCN(c1ccccc1)S(=O)(=O)c1ccc(C(=O)N2CC(C)CC(C)C2)cc1 (stereo not given) | -24% | -8% | -0.6% | 8 | ? | -16% | -1% | i | 15% |

Continuation.
SMILES	HepG2 tox	ATXN2 expr inh	Nrf2 activator	IL-1B inflam inh	TGFb SMAD3 inh	Nrf2 block	A549 tox	S2 tox	MCF10A rereplic
COC(=O)c1ccc(NC(=O)CSc2nncn2-c2ccccn2)cc1	-3%	7%	2.8%	23	10%	0%	2%	i	-1%
Cc1nc2ccccc2c(=O)n1NC(=O)/C=C/c1ccccc1Cl	8%	2%	?	-27	-1%	-10%	0%	i	1%
C1=C[C@H]2CC[C@@H]1N(c1ccccc1)O2	-2%	5%	0.3%	32	-8%	1%	-2%	i	-2%
O=C(Nc1nncs1)C1COc2ccccc2O1 (stereo not given)	-12%	18%	3.0%	-3	13%	7%	0%	i	0%
OCc1cn(-c2ccc(Cl)cc2)nn1	-7%	0%	1.2%	1	-4%	-4%	4%	i	0%
COc1ccc(CCCC(=O)NC2CCCCC2)cc1	-25%	5%	-0.6%	2	11%	28%	?	i	11%
Cc1c(CC(=O)N2CCN(C(=O)C3COc4ccccc4O3)CC2)c(=O)oc2cc(O)c(Cl)cc12 (stereo not given)	18%	-5%	0.0%	-14	12%	23µM*	1%	.	19%
CCOc1cc(C(=S)N2CCOCC2)ccc1OC(=O)c1ccccc1	-14%	.	4.7%	-2	-3%	-26%	5%	i	-9%
O=C(Cc1csc(-c2ccccc2)n1)Nc1ccc(C(F)(F)F)cc1	-3%	-20%	7.8%	10	0%	-1%	15%	i	4%
